Assay outcomes as filed in PubChem.
KinaseGlo FLuc: counter-screen: inhibitors of Kinase-Glo firefly luciferase | Q27757 | Kinase-Glo luciferase, ATP luminescence, 8 min | AID 1379 | actives 0.28% (n = 200,000) | Potency, µM (highest dose often 38.3 µM), for inactives: top-dose activity change, negative = inhibition, actives largely listed as inhibitors; note: potency is the fitted concentration of half-maximal effect; % is set by controls: 0 for no effect and ±100 for the full control effect; nearly all actives have a fitted effect of over 60% in size
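Inhibition of Kinase-Glo luciferase light generation was assessed at 10 uM ATP in pH 7.2 imidazole buffer, with luminescence measured after eight minutes at ambient temperature.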
Epigenetic reg: derepresses silenced GFP reporter in murine cells. murine LDR cells, GFP reporter derepression, 30 h. Potency, µM (titrated, usually from 53.9 µM), for the others: at the highest dose GFP activation, actives largely listed as activators. actives 0.2% (n = 280,000); note: potency is the fitted concentration of half-maximal effect; % of control where 0% means no effect; nearly all actives have a fitted effect of over 60% in size
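Derepression of a silenced CMV-GFP reporter in murine LDR cells is scored by enumerating GFP-positive cells with a laser-scanning microplate cytometer after 30 hours of treatment at 37 C.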
Lamin A splicing: changes lamin A minigene splicing in HeLa cells | HeLa LMNA splicing GFP/RFP minigene ratio, 48 h | Potency, µM (highest dose often 46.1 µM), for inactives: at the highest dose ratio change, negative = inhibition, most hits filed as inhibitors | actives 0.01% (n = 200,000) | AID 1487; active = well fitted inhibition curve with a large enough effect in the signal ratio, with a control signal flat, not every such curve was filed as active; inconclusive = small, poorly fitted or top-dose-only effect, or effect the other way, or a change in a side signal; the % refers to the signal ratio; note: potency is the fitted concentration of half-maximal effect; % is set by controls: 0 for no effect and ±100 for the full control effect
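Read-out is the ratio of GFP to DsRed2 object intensity, acquired by 488 nm laser-scanning cytometry on HeLa lamin A-EGFP minigene reporter cells. Compound incubation 48 hrs at 37 °C in Opti-MEM with 2% FBS; DMSO 0.5% final.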
IMPase Li cell: cell-permeable IMPase inhibitors with lithium potentiation | CHO-M1 cells, IP1 TR-FRET (IP-One), carbachol + lithium | Potency, µM (highest dose often 59.4 µM), without a hit: top-dose activity, negative = IMPase inhibition, hits mostly inhibitors | actives 0.35% (n = 210,000);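 note: IP1 builds up when IMPase is blocked and the TR-FRET signal falls; potency is the fitted concentration of half-maximal effect; plate controls were basal vehicle for no effect and high inhibitor control for full effect; nearly all actives have a fitted effect of over 50% in size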
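Readout is a homogeneous TR-FRET IP1 immunoassay (Ex 320, Em 665 and 620), where raised cytosolic IP1 lowers signal. Cells were CHO-M1 treated 30 min at 37C with test compounds plus a little lithium; AC50 values came from Hill-equation fitting.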
aGal spleen mod: alpha-galactosidase A (human) modulation; P06280; human spleen homogenate, 4MU-alpha-Gal fluorescence, 40 min; Potency, µM (titrated, usually from 80 µM), inactives show top-dose activity change, negative = inhibition, most hits filed as inhibitors; actives 0.008% (n = 240,000); AID 2107;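 note: potency is the fitted concentration of half-maximal effect; 0% = enzyme with vehicle and -100% = no enzyme basal signal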
Target sequence (P06280 32-429 limits assumed): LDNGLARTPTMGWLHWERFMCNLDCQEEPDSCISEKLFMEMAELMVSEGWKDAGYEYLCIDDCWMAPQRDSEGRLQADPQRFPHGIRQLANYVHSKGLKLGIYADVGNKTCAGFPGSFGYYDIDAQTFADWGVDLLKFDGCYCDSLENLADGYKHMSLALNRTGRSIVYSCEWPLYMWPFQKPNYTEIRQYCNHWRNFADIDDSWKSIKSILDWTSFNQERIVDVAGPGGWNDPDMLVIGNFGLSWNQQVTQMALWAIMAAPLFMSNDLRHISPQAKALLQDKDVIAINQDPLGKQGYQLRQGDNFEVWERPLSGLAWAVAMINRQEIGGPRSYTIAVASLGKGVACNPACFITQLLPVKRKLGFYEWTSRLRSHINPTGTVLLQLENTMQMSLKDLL
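Human spleen homogenate (1 ug) as enzyme source, 4-methylumbelliferyl-alpha-D-galactopyranoside 1 mM final, citrate/phosphate pH 5.0 with 0.01% Tween-20. Compounds 40 min at 37C, NaOH/glycine stop; fluorescence Ex 365/Em 440, Hill-fit AC50.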
NPSR antagonist: antagonists of human neuropeptide S receptor cAMP signaling; Q6W5P4; CHO-NPSR cells, cAMP TR-FRET, antagonist mode; Potency, µM (top dose mostly 38.3 µM), for the others: at the top dose activity change, negative = inhibition, actives largely listed as inhibitors; actives 1% (n = 220,000); note: potency is the fitted concentration of half-maximal effect; % is set by controls: 0 for no effect and ±100 for the full control effect; nearly all actives have a fitted effect of over 50% in size; many of its hits are not listed in these tables
Target sequence (Q6W5P4 whole entry, looked up): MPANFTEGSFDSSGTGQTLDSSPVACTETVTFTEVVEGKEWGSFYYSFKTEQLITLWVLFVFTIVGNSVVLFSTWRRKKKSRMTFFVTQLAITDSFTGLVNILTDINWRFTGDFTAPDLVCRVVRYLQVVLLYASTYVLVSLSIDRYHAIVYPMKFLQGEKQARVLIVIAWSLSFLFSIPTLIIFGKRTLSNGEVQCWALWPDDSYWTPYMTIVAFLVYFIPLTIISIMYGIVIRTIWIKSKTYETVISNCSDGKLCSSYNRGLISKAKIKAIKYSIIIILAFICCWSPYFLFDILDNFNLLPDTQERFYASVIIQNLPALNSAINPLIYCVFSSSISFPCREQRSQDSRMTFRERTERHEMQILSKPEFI
CBFb RUNX1 block: blocks binding between human CBF-beta and RUNX1. 230,000 tested, under 10 active. Potency, µM (titrated, usually from 59.8 µM), without a hit: top-dose activity, negative = inhibition, actives largely listed as inhibitors. AlphaScreen CBFb-His/RUNX1-biotin binding, biochemical. AID 1477; note: % of control where 0% means no effect
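Read-out: AlphaScreen. Format: His-CBF-beta with biotinylated RUNX1 (30 nM each) preincubated 20 min, compound 15 min, Ni-chelate plus streptavidin beads 90 min; room temperature throughout.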
Starred values were filed as active, the others as inactive; ? = inconclusive; . = no result given; & = joins results of further samples; [ ] = remark or other dose. Unless noted, calls come from the whole dose curve; as a rule, active = well fitted curve in the direction sought with a large enough effect; inconclusive = small, poorly fitted or top-dose-only effect, or another doubt; inactive = no such curve, though single readings can be large; an effect the other way counts as inactive or inconclusive. An excerpt; rates above refer to the full screens.

SMILES | KinaseGlo FLuc | Epigenetic reg | Lamin A splicing | IMPase Li cell | aGal spleen mod | NPSR antagonist | CBFb RUNX1 block
C=CCOC(=O)C1=C[C@H](C2CC2)[C@@H](CCCO)[C@H](OCC)O1 | . | 1.9% | . | 0% | 1% | 11% | -1%
Cc1onc(-c2c(Cl)cccc2Cl)c1C(=O)ONC(=O)c1cc(C(F)(F)F)cc(C(F)(F)F)c1 | . | -0.8% | . | . | -5% | 8% | 10%
FC(F)(F)C(Oc1nc(Nc2ccc(Cl)cc2)nc(N2CCOCC2)n1)C(F)(F)F | 2% | -1.0% | 8% | 18% | 1% | ? | 3%
Cc1ccc(CSC2=Nc3ccccc3C3=NC(=O)CN23)cc1 | 2% | 1.3% | . | 7% | 24% | -12% | -5%
Cc1ccc2nc(C3CCCN3Cc3nc(CCC(C)C)no3)[nH]c2c1 (stereo not given) | . | 0.0% | . | 17% | 7% | 16% | 3%
Cc1nn(CC(=O)O)c2ccccc12 | -3% | 1.7% | 4% | 14%[38.3 µM] | 5% | -2%[46.1 µM] | 6%
Cc1cc(=O)n2c(n1)SCOC2 | . | 0.0% | . | . | 0% | -12% | 11%
COc1cc(/C=C(/C(=O)c2cccs2)c2nc3ccccc3[nH]2)ccc1O | ? | 6.4% | ? | 32%[activator][38.3 µM] | 1% | 10µM* | -4%
COc1cc(O)c(C(CC(=O)N2CCN(c3ccccc3)CC2)c2ccc3c(c2)OCO3)c(OC)c1 (stereo not given) | . | 1.6% | . | . | 6%&5% | -8% | -28%&-9%
CN(O)C(=O)Nc1ccc([N+](=O)[O-])cc1 | 0% | -0.8%[10.1 µM] | -12%[46 µM] | 0% | 6% | 6% | 2%
CCCCc1cc(=O)oc2cc(OCC(=O)N(CC)CC)c(Cl)cc12 | 1% | 0.0% | -12% | 24%[38.3 µM] | 12% | -24%[46.1 µM] | 11%
CCOC(=O)c1sc(NC(=O)c2ccc3ncsc3c2)nc1C | 0% | 0.0% | -2% | ? | 1% | 2%[46.1 µM] | 4%
O=C(CSc1ncccn1)NC(=O)NCc1ccco1 | 6% | -0.2% | 2%[46 µM] | -1% | 2% | 8% | -11%
COC(=O)c1cc(NC(=O)CN(c2ccc(OC)cc2)S(=O)(=O)c2ccc(F)cc2)ccc1Cl | 1% | -0.1% | -3% | 15% | -1% | -21% | 6%
CC1=C(C(=O)N(C)C)C(c2cccs2)NC(=O)N1 (stereo not given) | 1% | 0.0% | -21% | -6% | -2% | 9%[46.1 µM] | 11%
COc1cc(NC(=O)COC(=O)/C=C/c2c(C)nn(-c3ccc(F)cc3)c2Cl)cc(OC)c1 | 0% | 0.9% | -12% | 8% | 15% | -15% | 4%
COc1ccc(-n2c(SCC(=O)NCCCN3CCCC3=O)nnc2C(C)N2CCCCC2)cc1 (stereo not given) | 2% | -1.5% | 2%[46 µM] | 6% | -1% | 12% | 13%
COc1ccc(NC(=O)Nc2cc(C)ccc2F)cc1OC | -3% | 0.0% | . | 5% | 3% | -3% | 3%
CN(C)CCOC(C1CCCCC1)C1CCCCC1 | -4% | -2.1% | 2% | 55%[activator][38.3 µM] | -1% | 1%[46.1 µM] | 0%
Fc1ccccc1-c1n[nH]c(=S)n1CC1CCCO1 (stereo not given) | -3% | 1.5% | 0%[46 µM] | 2% | 4% | 2% | 3%
Cn1c(=O)c(=O)n(C)c2cc(S(=O)(=O)N3CCCCC3)ccc21 | -2% | 0.0% | 6% | 18%[38.3 µM] | -1% | -10%[46.1 µM] | 8%
COc1ccc(-c2nc(C#N)c(NCCCN3CCOCC3)o2)cc1 | 5% | -1.8% | -9% | 8%[38.3 µM] | 9% | -10%[46.1 µM] | -9%
COc1cc(CNC(=O)c2nc(Cn3nc(C)c(Br)c3C)no2)cc(OC)c1 | 1% | -1.3% | . | 18% | -6% | -19% | 17%
Cc1ccc(C(=O)O)cc1NC(=S)NC(=O)C(c1ccccc1)c1ccccc1 | 12% | -1.6% | ? | 17%[38.3 µM] | -6% | -25%[46.1 µM] | -10%
Cc1ccc(NC(=O)Nc2cnc3ccccc3c2)cc1 | 0% | 11% | . | 14% | 9% | -18% | 2%

Rewritten as comma-separated lines: three of the compounds above.
canonical_smiles,KinaseGlo FLuc,Epigenetic reg,Lamin A splicing,IMPase Li cell,aGal spleen mod,NPSR antagonist,CBFb RUNX1 block
C=CCOC(=O)C1=C[C@H](C2CC2)[C@@H](CCCO)[C@H](OCC)O1,.,1.9%,.,0%,1%,11%,-1%
Cc1onc(-c2c(Cl)cccc2Cl)c1C(=O)ONC(=O)c1cc(C(F)(F)F)cc(C(F)(F)F)c1,.,-0.8%,.,.,-5%,8%,10%
FC(F)(F)C(Oc1nc(Nc2ccc(Cl)cc2)nc(N2CCOCC2)n1)C(F)(F)F,2%,-1.0%,8%,18%,1%,?,3%

Additional compounds
SMILES | KinaseGlo FLuc | Epigenetic reg | Lamin A splicing | IMPase Li cell | aGal spleen mod | NPSR antagonist | CBFb RUNX1 block
COC(=O)c1cc(-c2ccccc2)sc1N | -1% | 0.1% | 3% | 3%[38.3 µM] | 4% | 29%[46.1 µM] | -14%
COc1ccc(C2C(C(=O)NCCN(C)C)c3ccccc3C(=O)N2C)cc1OC (stereo not given) | . | 0.0% | 2% | . | ? | 9%[46.1 µM] | -2%
CCCCCCCC/C=C\C/C=C\C=C\C(O)CCCC(=O)O (stereo not given) | 1% | 0.0% | . | 8% | 12% | . | 5%
CCOC(=O)c1cc(NC(=O)c2ccccc2)c(=O)oc1-c1ccccc1 | 2% | -1.1% | 6% | 1%[38.3 µM] | 0% | -20%[46.1 µM] | -6%
CCOC(=O)N1CCN(C(=O)C2CCN(S(=O)(=O)c3ccc(OC)cc3)CC2)CC1 | 0% | -0.1% | ? | 5% | 4% | -10% | 2%
O=C(O)CC/C(=N/NC(=O)c1cccs1)c1ccccc1 | -3% | -2.0% | -2% | -9% | -2% | -2% | 4%
CCOC(=O)N1CCC(N2C(=O)c3ccccc3C2Nc2ccc(S(=O)(=O)N3CCOCC3)cc2)CC1 (stereo not given) | . | -1.3% | . | 5% | 3% | -27% | 0%
COc1cccc(CC(=O)Nc2nc3ccccc3[nH]2)c1 | 0% | -3.0%[10.1 µM] | . | ? | 0% | 6% | -4%
O=C(O)Cc1ccc(C(=O)c2ccccc2)s1 | 0% | -2.1% | 6% | 16%[38.3 µM] | 5% | 0%[46.1 µM] | 3%
COC(=O)Nc1ccc(S(=O)(=O)N2CCCc3ccccc32)cc1 | 3% | 0.9% | ? | 3% | 0% | -6%[46.1 µM] | 7%
O=C(CCS(=O)(=O)c1ccccc1)N1CCOCC1 | -12% | -1.1% | 22%[9.22 µM] | -12% | 0% | 8% | -1%
COc1cccc(CNc2ccc(F)c(Cl)c2)c1 | 2% | 0.1% | 5% | 35%[38.3 µM] | -2% | 13%[46.1 µM] | 8%
Cc1cccc(-n2c(C)cc(/C=C3\C(=N)N4N=C(CC(C)C)SC4=NC3=O)c2C)c1 | -4% | -0.3% | 13% | 0% | 8% | -33% | 5%
CC(NC(=O)CN(C)Cc1cccs1)c1ccccc1 (stereo not given) | 2% | 1.1% | . | 25% | -1% | -11% | 15%
CCn1c2ccccc2c2cc(CN3CCN(S(C)(=O)=O)CC3)ccc21 | 0% | -0.9% | ? | -3% | -4% | -10% | -12%
CN(NC1OC(=O)c2ccccc21)c1ccccc1[N+](=O)[O-] (stereo not given) | . | 1.0% | -15%[46 µM] | . | 0% | 15% | 4%
C=CCNC(=S)N/N=C(\C)c1cccnc1 | 1% | -1.2% | . | 2% | -4% | -21% | 2%
COc1ccccc1N1CCN(C2CCN(C(=O)COc3ccccc3)CC2)CC1 | 2% | 0.2% | 10%[46 µM] | 1% | -8% | 5% | 7%
CC(C)C(=O)NS(=O)(=O)c1ccc(NS(C)(=O)=O)cc1 | . | -2.4% | . | . | -3% | ? | 1%
C=CCn1c(SCC(=O)Nc2ccc(C(=O)O)cc2)nnc1-c1cccnc1 | . | 0.7% | . | . | 1% | 9% | 10%
CCCCNC(=O)c1nc2ncc(Br)cn2n1 | 2% | -2.1% | -13% | 17%[38.3 µM] | 11% | -10%[46.1 µM] | -8%
CCCCN(C)C1CCN(C(=S)Nc2ccc(OCC)cc2)CC1 | -4% | 3.5% | . | 22% | 0% | 12% | 2%
O=C(O)C1CCN(S(=O)(=O)c2ccc(Oc3ccccc3)cc2)CC1 | 0% | 0.0% | ? | 21%[38.3 µM] | -1% | -10%[46.1 µM] | 7%
O=C(Cc1ccccc1)NC(NCCCN1CCOCC1)(C(F)(F)F)C(F)(F)F | 14% | -1.2% | -2% | -10%[38.3 µM] | -3% | -2%[46.1 µM] | 5%
Cc1ccc(S(=O)(=O)N2CCC(C(=O)NCc3ccncc3)CC2)cc1 | -1% | 0.8% | -5% | 21%[38.3 µM] | 5% | -3%[46.1 µM] | -1%
Going on with the list:
SMILES | KinaseGlo FLuc | Epigenetic reg | Lamin A splicing | IMPase Li cell | aGal spleen mod | NPSR antagonist | CBFb RUNX1 block
Cc1cc(=O)[nH]c(SCC(=O)Nc2ccccc2[N+](=O)[O-])n1 | . | -0.3% | . | . | 6% | -2%[7.67 µM] | 4%
Cc1ccc(O)c(NC(=O)CCCC(=O)O)c1 | 0% | -1.1% | -3% | 0%[38.3 µM] | -4% | 12%[7.67 µM] | -2%
O=c1[nH]c2ccccc2c(O)c1SCCO | 2% | 1.1% | ? | -3% | 6% | -1% | 4%
CC(C)CNC(=O)C1CCCN(S(=O)(=O)c2ccc(-n3cnnn3)cc2)C1 (stereo not given) | -4% | -3.9% | -2% | -2%[38.3 µM] | 1% | -1%[46.1 µM] | -3%
Cc1[nH]c2ccccc2c1Cc1nnc(SCCC#N)o1 | 4% | 0.0% | -11% | 6% | 0% | -7%[46.1 µM] | 0%
CCC(=O)N1CCc2cc(Br)cc(S(=O)(=O)Nc3c(C)n(C)n(-c4ccccc4)c3=O)c21 | 0% | -0.4% | . | -2% | -2% | 4% | -3%
CCOc1cc(C(=O)OCC(=O)NC(C)c2ccccc2)ccc1OCC(=O)N1CCOCC1 (stereo not given) | 1% | 4.4% | ? | -1% | 4% | 5% | -10%
CC(C)N(Cc1nc(-c2ccccc2)no1)C(=O)CN1C(=O)c2ccccc2C1=O | -2% | -1.8% | 1% | 8% | -5% | -3%[46.1 µM] | 2%
CC(NC(=O)CSc1nc2sc3c(c2c(=O)n1-c1ccccc1)CCCC3)c1ccccc1 (stereo not given) | 0% | 16% | -5% | 0% | -8% | ? | 6%
CC(C)N(Cc1cn(C)nc1-c1cccc(Cl)c1)CC1CCC(=O)N1 (stereo not given) | -3% | -1.0% | . | 4% | 1% | 22% | 4%
